# Compound activity: PubChem BioAssay, several laboratories
# Ba/F3 V617F tox: loss of viability in JAK2V617F-driven Ba/F3 cells; Ba/F3 EpoR-JAK2V617F viability, ATP luminescence; inhibition, % at 5.6 µM; hit rate 1.1% among 220,000; AID 1446;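 active = inhibition above the campaign mean plus 3 SD over all tested compounds, cut at about 24% in these data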;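 note: cytokine-independent growth of Ba/F3 cells driven by EpoR plus mutant JAK2; 0% = DMSO-treated cells and 100% = JAK inhibitor I control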
# S1P4 agonist: human S1P4 receptor agonism; O95977; S1P4-expressing cell line, agonist reporter assay; activation, % at 4.98 µM; hit rate 0.35% among 220,000; in the data active = activation above about 11%;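 note: 0% = DMSO vehicle and 100% = reference agonist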
# Target sequence (O95977 whole entry, looked up): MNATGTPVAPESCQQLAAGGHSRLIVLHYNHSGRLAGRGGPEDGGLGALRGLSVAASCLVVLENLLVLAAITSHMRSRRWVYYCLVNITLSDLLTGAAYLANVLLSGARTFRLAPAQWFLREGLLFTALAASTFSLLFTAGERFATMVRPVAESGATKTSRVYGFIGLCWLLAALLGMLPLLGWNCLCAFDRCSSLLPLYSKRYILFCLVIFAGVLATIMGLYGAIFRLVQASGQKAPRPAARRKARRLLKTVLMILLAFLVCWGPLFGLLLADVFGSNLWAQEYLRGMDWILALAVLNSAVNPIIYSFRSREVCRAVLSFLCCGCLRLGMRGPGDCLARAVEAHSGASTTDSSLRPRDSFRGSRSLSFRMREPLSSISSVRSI
# Mdm2 ligase inh: blocks human Mdm2 ubiquitin ligase activity. signal enhancement, % at 5 µM. hit rate 0.11% among 210,000. AID 1230. cell-based MDM2 ubiquitination luciferase reporter, 2 h; 0 = plate control, 100 = twice control, blank-subtracted;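 active = signal enhancement of 30% or more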;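 note: luminescence tracks abundance of the self-degrading MDM2-luciferase fusion protein; higher signal means inhibition of MDM2 E3 ligase activity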
#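 Assay system: mammalian cells stably expressing self-ubiquitinating, self-degrading MDM2 E3–luciferase fusion. Quantity: 2000 cells in each well. Medium: DMEM culture medium. Compound dosing: single-point 5 µM. Timing: cell settling 4 h, compound treatment 2 h, both 37 °C. Technique: luciferase luminescence. Read-out basis: percent signal gain over controls, blank-subtracted. Benchmarks: plate controls and plate blanks.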
# Wee1 degr inh: blocks degradation of human Wee1 kinase. P30291. HeLa Luc-Wee1K328M stability, luciferase luminescence; 100% = proteasome inhibitor MG132 effect. reporter increase, % at 5 µM. hit rate 1.2% among 220,000. AID 1321;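 active = activation above the mean of all tested compounds plus 3 SD, set per screening run, cut at about 8.8% in these data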;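 note: cells exposed to compound for 20 h before luminescence read; 0% = DMSO alone and 100% = MG132 at 30 µM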
# Target sequence (P30291 whole entry K328M): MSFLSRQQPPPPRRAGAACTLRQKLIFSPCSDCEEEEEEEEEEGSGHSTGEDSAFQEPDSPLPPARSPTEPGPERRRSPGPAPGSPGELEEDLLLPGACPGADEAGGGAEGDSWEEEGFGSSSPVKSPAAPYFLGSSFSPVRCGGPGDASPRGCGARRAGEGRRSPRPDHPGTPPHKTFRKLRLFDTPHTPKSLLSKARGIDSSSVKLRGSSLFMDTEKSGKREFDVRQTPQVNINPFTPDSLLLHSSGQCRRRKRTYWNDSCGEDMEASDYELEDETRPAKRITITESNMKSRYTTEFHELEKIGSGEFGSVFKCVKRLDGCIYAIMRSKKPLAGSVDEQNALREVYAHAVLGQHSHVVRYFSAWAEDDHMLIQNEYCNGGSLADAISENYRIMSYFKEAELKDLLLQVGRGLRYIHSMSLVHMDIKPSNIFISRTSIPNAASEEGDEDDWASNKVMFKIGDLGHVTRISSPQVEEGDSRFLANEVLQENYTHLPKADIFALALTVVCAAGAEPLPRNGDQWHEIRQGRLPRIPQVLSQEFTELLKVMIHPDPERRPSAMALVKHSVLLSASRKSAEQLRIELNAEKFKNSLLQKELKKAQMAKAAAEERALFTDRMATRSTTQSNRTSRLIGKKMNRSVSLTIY
# PERK inh: blocks human PERK kinase | hit rate 0.17% among 220,000 | CHO PERK-DD fusion, SEAP luminescence translation reporter | AID 1416 | inhibition, % at 5.6 µM;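 active = inhibition above the mean inhibition of all tested compounds plus 3 SD, set separately per screening campaign, cut at about 2.9% in these data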;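 note: PERK kinase domain activated by AP20187 dimerizer at 100 nM; 0% = DMSO with dimerizer and 100% = rapamycin at 8.4 µM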
# BaF3 parental: parental Ba/F3 viability inhibition as JAK2V617F counter-screen. AID 1486. CellTiter-Glo ATP luminescence. hit rate 1.1% among 220,000. inhibition, % at 5.6 µM;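 active = inhibition above a per-campaign cutoff, the mean inhibition of all tested compounds plus 3 SD, cut at about 27% in these data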;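 note: 0% = DMSO wells and 100% = JAK Inhibitor I control wells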
# NPY2 pot ag: human NPY-Y2 potentiation or agonism, primary screen. activation, % at 3.6 µM. AID 1359. cells expressing NPY-Y2, potentiator/agonist read-out. hit rate 0.45% among 220,000. P49146; in the data active = activation above about 27%;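 note: cells stimulated with NPY near EC25 plus isoproterenol at EC100; 0% = vehicle plus submaximal agonist and 100% = vehicle plus saturating agonist; some results beyond the cut were filed as inactive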
# S1P4 antagonist: antagonists of human S1P4 receptor. O95977. S1P4-expressing cells, antagonist mode, reporter read-out. inhibition, % at 4.98 µM. hit rate 0.26% among 220,000. AID 1510; in the data active = inhibition above about 29%;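 note: 0% = wells stimulated with agonist and 100% = vehicle wells without agonist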
# eIF4E 4G PPI: inhibitors of eIF4E and eIF4G interaction in translation initiation. TR-FRET eIF4E-eIF4GI(517-606) binding, 2 h. inhibition, % at 21.7 µM. hit rate 0.37% among 220,000. AID 782;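 active = inhibition above about 30%, limit read from the data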;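 note: 0% = full FRET control wells and 100% = background wells lacking eIF4GI fragment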
# The depositor's hits bear a star; x = not tested or not shown; [ ] = remark or other dose.
SMILES,Ba/F3 V617F tox,S1P4 agonist,Mdm2 ligase inh,Wee1 degr inh,PERK inh,BaF3 parental,NPY2 pot ag,S1P4 antagonist,eIF4E 4G PPI
Cc1cccc(-n2c(CNC(=O)c3ccccc3)nnc2SCC(=O)Nc2nccs2)c1,-2,-2.1,-6,2,0.2,3,8,10,0[fluorescence artefact?]
CN(C)CCCOC(=O)c1ccc(Br)cc1,-3,-0.5,-5,1,-0.5,1,-1,-7,-1
Cc1cc(N/N=C/c2ccc(O)c(C)c2O)nc(-c2ccccc2O)n1,1,-2.7,-25,-1,-0.4,7,28,14,-2
NCCCC[C@H](N)c1nnc([C@H](CCC(=O)O)NC(=O)C2CCNCC2)o1,-4,0.6,x,-2,0.0,-3,0,-6,-1
O=C(Cn1[nH]c(=O)c2ccccc2c1=O)NNC(=O)c1ccccc1,2,1.2,-6,-3,0.8,7,-6,-4,-2
CC1CCCN(CCCNC(=O)CCn2nc(-c3ccccc3)ccc2=O)C1 (stereo not drawn),-2,-0.6,0,-3,0.2,1,6,-7,0
Cc1ccccc1C(=O)NNC(=O)CSc1nnc(-c2ccncc2)n1-c1ccccc1,0,-0.8,x,3,0.3,3,14,-13,2
CN1CCN(CCC(=O)N/N=C/c2ccccc2F)CC1,-1,-0.3,x,-2,1.9,-5,-2,-16,-5
O=C1NC(=O)/C(=C\c2ccccc2Oc2ccc(F)c(F)c2)S1,9,0.5,-7,1,1.5,4,-2,-7,8
O=c1[nH]ncc(N2CCCCCC2)c1Cl,-4,2.3,0,0,-0.1,3,2,3,-1
COCCNCC1C(Oc2ccc(Cl)cc2)C(=O)N1c1ccccc1C (stereo not drawn),4,1.4,-6,-2,-0.3,8,-7,-12,-1
COc1ccc(C(=O)NC(=S)Nc2nc(C)cc(C)n2)cc1Br,-4,0.3,x,0,0.7,-8,1,3,-3
COc1ccc(NC(=S)Nc2ccccc2F)c(OC)c1,-2,-3.2,-14,2,0.0,6,-4,-10,-12
OC(COCc1ccccc1)CN1CCN(c2ccccc2)CC1 (stereo not drawn),3,0.6,-1,4,-0.6,4,-11,-17,-4[fluorescence artefact?]
Cc1ccc(SCCC(=O)NCCSCc2ccccc2C)cc1,-2,-2.8,-5,6,0.8,0,-40,-4,-19
CC(=O)c1c(N2CCN(c3ccccn3)CC2)nc(=S)n(-c2ccccc2)c1C,1,2.2,-8,-2,-0.1,-1,1,-22,0
Cc1ccc(-c2csc3nnc(SCC(=O)NCc4ccco4)n23)cc1,1,0.5,-14,3,0.2,6,-1,5,16
CCN(CC)CCNC(=O)c1c(C)oc2cc(Br)c(OC)cc12,1,1.2,-13,1,-0.9,3,1,-11,2
O=C(Nc1cc(Cl)ccn1)C1CCN(S(=O)(=O)c2cccs2)CC1,-5,1.8,x,2,-0.2,0,9,-2,-17
COc1cccc(C(=O)n2cnnc2N)c1OC,-3,-1.0,-16,1,1.2,2,16,-4,-1
CCN1C(=O)c2cccc3c(S(=O)(=O)NCc4cccnc4)ccc1c23,2,-4.9,1,1,-1.2,5,8,-20,-1
COCC(C)n1c(SCC(=O)N(C)C2CCS(=O)(=O)C2)nc2ccccc2c1=O (stereo not drawn),2,0.4,-9,0,0.5,3,10,6,1
O=C(c1ccccc1-c1ccccc1)N1CCN(c2ccccn2)CC1,75*,0.5,0,4,-0.5,55*,-5,9,5
Cc1cnc(C(=O)OCC(=O)NCc2ccc3c(c2)OCO3)cn1,-3,0.6,-9,-2,0.3,-1,9,-8,2
CCOC(=O)C1CCN(C(=O)Cn2cc(C(=O)OC)c3ccccc32)CC1,-4,0.5,-2,-3,0.7,-1,15,-3,0
COc1ccc2cc(/C=N/NC(=O)CSCc3ccc([N+](=O)[O-])cc3)c(Cl)nc2c1,-1,-0.7,-6,2,0.1,1,13,-7,-4
Cc1ccccc1OC(=O)n1c(=S)oc2cc(Cl)ccc21,-2,1.1,2,1,1.1,0,-4,-15,2[fluorescence artefact?]
CCc1nc2oc3ccccc3c(=O)c2c(=O)n1-c1ccc(C)cc1,3,1.1,-13,3,1.5,-1,-2,-1,23
CCn1c(N2CCN(CC(=O)Nc3cccc(C)c3C)CC2)nc2ccccc21,-2,-0.9,-13,-1,-0.8,0,-12,16,-6
O=C(CC(NS(=O)(=O)c1ccc(Cl)cc1)c1ccco1)NCc1ccco1 (stereo not drawn),-1,-0.1,2,-5,-0.2,6,-9,-5,9[fluorescence artefact?]
CC(C)c1ccc(NC(=O)CCN2C(=O)c3ccc([N+](=O)[O-])cc3C2=O)cc1,-1,-0.6,-7,-1,0.4,4,-14,-6,-10[fluorescence artefact?]
CC(=O)Oc1cccc(N2C(=O)C3C4C=CC(C4=C(C)C)C3C2=O)c1 (stereo not drawn),-2,0.3,-15,5,0.6,1,11,-5,0
Cc1cc(N2C(=O)C3C4c5ccccc5C(c5ccccc54)C3C2=O)no1 (stereo not drawn),-1,0.9,-2,2,0.5,2,21,15,1
Cc1cccc(N2CN(Cc3ccco3)CNC2=S)c1,-1,-1.0,1,2,0.9,2,-13,-11,21
CN(C)CCNC(=O)c1ccc(Cl)s1,-4,-8.2,-7,-3,0.0,2,12,4,3
Cc1ccc(C2CC(c3ccc(NS(C)(=O)=O)cc3)=NN2C(=O)c2ccco2)cc1 (stereo not drawn),2,-1.7,12,-3,-0.5,7,16,-8,4

# 13 compounds already listed, sorted by molecular weight, ascending.
SMILES,Ba/F3 V617F tox,S1P4 agonist,Mdm2 ligase inh,Wee1 degr inh,PERK inh,BaF3 parental,NPY2 pot ag,S1P4 antagonist,eIF4E 4G PPI
Cc1cccc(N2CN(Cc3ccco3)CNC2=S)c1,-1,-1.0,1,2,0.9,2,-13,-11,21
Cc1ccccc1OC(=O)n1c(=S)oc2cc(Cl)ccc21,-2,1.1,2,1,1.1,0,-4,-15,2[fluorescence artefact?]
Cc1cnc(C(=O)OCC(=O)NCc2ccc3c(c2)OCO3)cn1,-3,0.6,-9,-2,0.3,-1,9,-8,2
CCc1nc2oc3ccccc3c(=O)c2c(=O)n1-c1ccc(C)cc1,3,1.1,-13,3,1.5,-1,-2,-1,23
CC(=O)Oc1cccc(N2C(=O)C3C4C=CC(C4=C(C)C)C3C2=O)c1 (stereo not drawn),-2,0.3,-15,5,0.6,1,11,-5,0
O=C(c1ccccc1-c1ccccc1)N1CCN(c2ccccn2)CC1,75*,0.5,0,4,-0.5,55*,-5,9,5
Cc1cc(N2C(=O)C3C4c5ccccc5C(c5ccccc54)C3C2=O)no1 (stereo not drawn),-1,0.9,-2,2,0.5,2,21,15,1
CCOC(=O)C1CCN(C(=O)Cn2cc(C(=O)OC)c3ccccc32)CC1,-4,0.5,-2,-3,0.7,-1,15,-3,0
CCn1c(N2CCN(CC(=O)Nc3cccc(C)c3C)CC2)nc2ccccc21,-2,-0.9,-13,-1,-0.8,0,-12,16,-6
O=C(CC(NS(=O)(=O)c1ccc(Cl)cc1)c1ccco1)NCc1ccco1 (stereo not drawn),-1,-0.1,2,-5,-0.2,6,-9,-5,9[fluorescence artefact?]
Cc1ccc(C2CC(c3ccc(NS(C)(=O)=O)cc3)=NN2C(=O)c2ccco2)cc1 (stereo not drawn),2,-1.7,12,-3,-0.5,7,16,-8,4
COCC(C)n1c(SCC(=O)N(C)C2CCS(=O)(=O)C2)nc2ccccc2c1=O (stereo not drawn),2,0.4,-9,0,0.5,3,10,6,1
COc1ccc2cc(/C=N/NC(=O)CSCc3ccc([N+](=O)[O-])cc3)c(Cl)nc2c1,-1,-0.7,-6,2,0.1,1,13,-7,-4

# (cont.)
SMILES,Ba/F3 V617F tox,S1P4 agonist,Mdm2 ligase inh,Wee1 degr inh,PERK inh,BaF3 parental,NPY2 pot ag,S1P4 antagonist,eIF4E 4G PPI
Cc1nc(N2CCOCC2)nc(N2CCCCC2C)c1[N+](=O)[O-] (stereo not drawn),-2,-0.1,-4,1,-0.7,-4,-39,1,-5
COCCNC(=S)N/N=C(\C)c1ccc(OC)cc1,-4,1.0,1,-4,0.3,0,3,5,-8
O=C1NC2(CCCCCC2)N=C1c1ccc(Br)cc1,3,0.5,5,-3,0.9,6,-2,-36,1
CCN(CC)c1ccc(NC(=O)COc2ccccc2C#N)cc1S(=O)(=O)Nc1ccc(OC)cc1,-4,-0.2,7,-2,-1.1,0,-1,-10,5
CC(CC(=O)Nc1nc2ccccc2[nH]1)c1ccccc1 (stereo not drawn),2,1.5,-15,1,-2.5,8,-20,10,6
C#CCOCCOCCOCCNc1nc(N2CCN(C(=O)[C@H]([C@@H](C)CC)n3cc([C@@H](N)Cc4ccc(O)cc4)nn3)CC2)nc(N2CCN(C(=O)[C@H](Cc3ccc(O)cc3)n3cc([C@@H](N)CC(C)C)nn3)CC2)n1,1,0.4,x,0,1.8,-3,-19,8,2
CCCCn1nnc(NC(=O)COc2ccc(Cl)c(C)c2)n1,-5,-0.6,-24,-1,2.1,1,-7,4,3
O=C(CN1CCC(c2nc3ccccc3[nH]2)CC1)NCc1ccc2c(c1)OCO2,6,0.6,-18,2,-1.5,1,-14,8,-1[fluorescence artefact?]
Cc1ccc(NC(=O)c2ccccc2NS(=O)(=O)c2ccc(F)cc2)cc1S(=O)(=O)N1CCCCC1,3,1.0,3,0,0.4,8,3,-5,18
Cc1ccc(S(=O)(=O)N2CCC(C(=O)Nc3nnc(-c4ccc(F)cc4)s3)CC2)cc1,0,-1.3,-7,0,0.5,5,12,-7,-3
C/C(CCc1ccco1)=N/NC(=O)CCC(=O)Nc1ccc(Br)cc1,0,-3.0,5,3,1.5,7,13,-9,1
O=C(Cc1ccccc1)NN1C(=O)C2C3C=CC(C4CC34)C2C1=O (stereo not drawn),-2,1.2,-8,0,0.6,-3,6,-7,15
CN=C1SC(CC(=O)Nc2cccc(C(F)(F)F)c2)C(=O)N1C (stereo not drawn),-3,-1.1,-12,2,0.7,6,12,6,3
OC(COCc1cccs1)CN1CCCCCC1 (stereo not drawn),2,0.4,3,0,-1.1,7,3,1,-1
Cc1nc(N2C(=O)C(=O)/C(=C(/O)c3ccccc3)C2c2ccco2)sc1C (stereo not drawn),2,-4.1,8,0,0.7,6,-18,-1,0
Cc1c(NC(=O)c2coc(=O)c(Br)c2)c(=O)n(-c2ccccc2)n1C,-2,2.5,-3,-2,-0.2,5,4,-7,x

# Individual results from above:
# `Cc1nc(N2C(=O)C(=O)/C(=C(/O)c3ccccc3)C2c2ccco2)sc1C` (stereo not drawn) @ PERK inh: 0.7
# `Cc1c(NC(=O)c2coc(=O)c(Br)c2)c(=O)n(-c2ccccc2)n1C` @ PERK inh: -0.2
